TRPML3 agonist = human mucolipin-3 channel agonism; HEK293 TRPML3-YFP, Fluo-8 calcium fluorescence; 100% = the carbachol control signal; activation, % at 3 µM; 0.29% of 220,000 active; AID 1448;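 active = activation above its plate's cutoff, the mean activation of the plate's test wells plus 3 SD, cut at about 12% in these data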;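 note: 0% = DMSO only wells and 100% = carbachol wells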
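Material: TRPML3-YFP stable HEK293 cells | Dosing: One concentration, 3 µM nominal, 0.3% DMSO | Timing: 125 s total fluorescence read per well | Technique: Fluo-8 calcium dye fluorescence, ex 470-495, em 515-575 nm | Measure: Percent activation from peak-to-basal fluorescence ratio, scaled between DMSO and carbachol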
Ba/F3 V617F tox = reduce viability of Ba/F3 cells dependent on JAK2V617F | inhibition, % at 5.6 µM | 1.1% of 220,000 active | AID 1446 | Ba/F3 EpoR-JAK2V617F viability, ATP luminescence;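 active = inhibition above the campaign mean plus 3 SD over all tested compounds, cut at about 24% in these data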;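 note: cytokine-independent growth of Ba/F3 cells driven by EpoR plus mutant JAK2; 0% = DMSO-treated cells and 100% = JAK inhibitor I control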
S1P4 antag = blocks the human S1P4 receptor; O95977; S1P4-expressing cells, antagonist mode, reporter read-out; inhibition, % at 4.98 µM; 0.26% of 220,000 active; in the data active = inhibition above about 29%;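 note: 0% = wells stimulated with agonist and 100% = vehicle wells without agonist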
EP2 mod = EP2 receptor (human) modulation | EP2-expressing cells, cAMP HTRF FRET, PGE2 co-stimulation | 0.83% of 260,000 active | P43116 | induction, % at 25 µM;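 active = compounds whose cAMP rise, as percent of the full-agonist control response, exceeds 60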;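 note: rat C6 glioma line stably carrying human EP2 under a CMV promoter; the protocol text gives 20 µM as final concentration; 100% = response of wells given 1 µM PGE2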
BaF3 tox = parental Ba/F3 viability inhibition as JAK2V617F counter-screen | CellTiter-Glo ATP luminescence | inhibition, % at 5.6 µM | 1.1% of 220,000 active | AID 1486;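 active = inhibition above a per-campaign cutoff, the mean inhibition of all tested compounds plus 3 SD, cut at about 27% in these data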;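 note: 0% = DMSO wells and 100% = JAK Inhibitor I control wells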
m-calpain inh = calpain II (pig) inhibition; inhibition, % at 16 µM; purified calpain II, fluorogenic peptide substrate, 30 min; 0.37% of 220,000 active; AID 1236;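 active = inhibition above about 50%, limit read from the data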
PERK inhibitor = human PERK inhibition, primary cell-based screen; CHO PERK-DD fusion, SEAP luminescence translation reporter; inhibition, % at 5.6 µM; 0.17% of 220,000 active; AID 1416;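 active = inhibition above the mean inhibition of all tested compounds plus 3 SD, set separately per screening campaign, cut at about 2.9% in these data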;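 note: PERK kinase domain activated by AP20187 dimerizer at 100 nM; 0% = DMSO with dimerizer and 100% = rapamycin at 8.4 µM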
Target sequence (Q9NZJ5 whole entry, looked up, the tested form may be a part): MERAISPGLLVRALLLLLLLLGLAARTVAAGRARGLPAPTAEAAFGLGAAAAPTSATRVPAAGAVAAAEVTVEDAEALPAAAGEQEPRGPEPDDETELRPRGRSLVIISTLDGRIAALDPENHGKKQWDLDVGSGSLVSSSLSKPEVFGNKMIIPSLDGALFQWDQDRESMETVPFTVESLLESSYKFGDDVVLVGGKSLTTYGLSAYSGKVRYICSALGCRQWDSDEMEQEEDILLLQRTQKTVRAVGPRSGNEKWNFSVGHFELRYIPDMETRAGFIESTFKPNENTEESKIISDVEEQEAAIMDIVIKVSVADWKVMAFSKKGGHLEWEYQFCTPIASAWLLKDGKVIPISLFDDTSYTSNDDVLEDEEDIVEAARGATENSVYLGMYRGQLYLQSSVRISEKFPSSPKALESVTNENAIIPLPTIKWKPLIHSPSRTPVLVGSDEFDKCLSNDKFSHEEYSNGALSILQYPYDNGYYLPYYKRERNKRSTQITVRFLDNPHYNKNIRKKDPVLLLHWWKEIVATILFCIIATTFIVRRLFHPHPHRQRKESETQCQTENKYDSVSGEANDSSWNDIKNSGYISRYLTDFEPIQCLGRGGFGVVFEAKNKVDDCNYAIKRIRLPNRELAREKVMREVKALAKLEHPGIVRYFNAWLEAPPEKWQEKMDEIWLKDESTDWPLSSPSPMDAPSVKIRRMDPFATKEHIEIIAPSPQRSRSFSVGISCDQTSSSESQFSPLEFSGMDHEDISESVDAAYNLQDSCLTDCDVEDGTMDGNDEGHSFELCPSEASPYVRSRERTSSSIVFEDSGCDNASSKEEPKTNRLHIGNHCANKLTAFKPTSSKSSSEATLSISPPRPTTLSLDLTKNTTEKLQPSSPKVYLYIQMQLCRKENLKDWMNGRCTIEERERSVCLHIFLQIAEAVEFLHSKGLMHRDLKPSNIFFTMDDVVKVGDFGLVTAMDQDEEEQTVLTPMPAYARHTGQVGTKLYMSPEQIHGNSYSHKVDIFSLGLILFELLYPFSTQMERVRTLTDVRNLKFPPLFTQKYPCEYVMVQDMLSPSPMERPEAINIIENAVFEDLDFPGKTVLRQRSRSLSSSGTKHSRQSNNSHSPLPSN
S1P4 ag = agonists of human S1P4 receptor; O95977; S1P4-expressing cell line, agonist reporter assay; activation, % at 4.98 µM; 0.35% of 220,000 active; AID 1509; in the data active = activation above about 11%;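 note: 0% = DMSO vehicle and 100% = reference agonist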
TRPN1 ag = agonists of zebrafish TRPN1 channel | HEK293 zebrafish TRPN1-YFP, Fluo-8 calcium fluorescence; 100% = response to 87 µM carbachol | 0.18% of 220,000 active | activation, % at 3 µM;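 active = activation above its plate's cutoff, the mean activation of test wells on that plate plus 3 SD, cut at about 19% in these data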;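 note: 0% = DMSO alone and 100% = 87 µM carbachol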
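Material – zebrafish TRPN1-YFP in HEK293 cells · Doses – 3 µM single point · Schedule – dye 1 h 37 °C plus 30 min RT · Signal – Fluo-8 calcium fluorescence, excitation 470-495 nm, emission 515-575 nm · Read-out – % activation versus carbachol response · Control set – carbachol high, DMSO low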
* marks the source's active call; other numbers are inactive results; x = no result given; & = joins results of further samples. Not a hit list. Share with any hit: about 3.6%.

Structure,TRPML3 agonist,Ba/F3 V617F tox,S1P4 antag,EP2 mod,BaF3 tox,m-calpain inh,PERK inhibitor,S1P4 ag,TRPN1 ag
Cc1ccccc1OCc1n[nH]c(=S)n1-c1ccccc1,0.3,0,-10,9,3,-8,-0.2,2.1,-1.7
O=C(NCCCn1ccnc1)c1cc(-c2cccc(O)c2)on1,1.3,-4,14,0,1,2,-0.1,-1.7,1.6
COc1ccc(CCNC(=O)CCCOc2cccc(C)c2C)cc1OC,-0.6,-4,-6,-29,-4,20,1.2,-1.5,1.9
CCOC(=O)c1ccc(NC(=O)NCCc2ccccc2OC)cc1,2.2,64*,-14,-75,0,15,-1.0,0.6,3.2
COc1ccc(C)cc1NC(=O)c1ccccc1NS(=O)(=O)c1ccc(Cl)s1,14*,4,-23,-7,7,5,0.5,0.9,22*
CCCc1cc(=O)oc2cc(OCc3nn[nH]n3)ccc12,0.9,-1,-13,9,9,-211,-0.1,-1.3,0.1
C/C(=N\N1CCN(C)CC1)c1ccc(Cl)c(Cl)c1,1.1,4,0,-54,10,21,-0.3,-1.5,1.8
S=C1NC2(CCCCC2)N=C1c1ccccc1,-0.4,-5,-3,15,2,-4,0.9,0.4,-0.5
Cc1ccc(-c2nc3ccccc3nc2NN)cc1,0.8,2,5,-5,-1,-30,-0.6,0.1,-0.3
CCCNC(=O)c1[nH]c(C)c(C(C)=O)c1C,0.6,-3,-12,14,2,6,2.3,1.5,-0.8
COc1ccc(N=C2SCC(c3ccccc3)=NN2C)cc1,-1.8,-1,1,-32,-1,14,-0.2,2.1,-1.7
Oc1ccc(/C=N/Nc2nc(-c3ccccc3F)nc3ccccc23)c(O)c1,1.2,1,-4,9,-1,-33,-0.2,1.3,2.3
CN(C(=O)c1ccc2c(c1)CCO2)C(C)(C)C,0.8,0,15,10,-5,-9,2.0,0.5,0.7
COc1ccc(CNc2ccc3cn[nH]c3c2)c(OC)c1OC,0.2,2,0,10,6,-31,-0.9,0.2,3.1
C/C(=N\NC(=O)CN1CCN(Cc2ccc(C)cc2)CC1)c1ccncc1,3.0,-2,-8,2,3,5,0.5,1.1,-0.7
COc1ccc(CNC(=O)Cn2nc(-c3ccc4c(c3)OCCO4)ccc2=O)cc1,-0.3,1,3,4,5,-35,-0.7,-0.9,0.0
O=C(O)c1ccc(/C=N/Nc2cccc(C(F)(F)F)c2)cc1,-0.7,0,5,-21,-2,-25,-0.1,0.8,-1.4
CC(C)NC(=O)CC(=O)N/N=C/c1ccccc1F,0.8,7,16,-16,11,3,2.3,-1.9,2.1
N#C/C(=N\Nc1ccc(S(=O)(=O)N2CCc3ccccc32)cc1)C(N)=S,1.6,3,-2,-60,12,-44,0.4,-0.6,1.5
Cc1cn(CCC(=O)Nc2ccc(N3CCOCC3)cc2)c2ccccc12,0.6,-2,2,-51,1,-13,-0.8,0.8,2.1

Single records, as listed above. Order of values: TRPML3 agonist	Ba/F3 V617F tox	S1P4 antag	EP2 mod	BaF3 tox	m-calpain inh	PERK inhibitor	S1P4 ag	TRPN1 ag
`COc1ccc(CNC(=O)Cn2nc(-c3ccc4c(c3)OCCO4)ccc2=O)cc1` is listed with -0.3	1	3	4	5	-35	-0.7	-0.9	0.0
`COc1ccc(N=C2SCC(c3ccccc3)=NN2C)cc1` is listed with -1.8	-1	1	-32	-1	14	-0.2	2.1	-1.7

Looked up by compound from the entries so far:
Structure,TRPML3 agonist,Ba/F3 V617F tox,S1P4 antag,EP2 mod,BaF3 tox,m-calpain inh,PERK inhibitor,S1P4 ag,TRPN1 ag
CCOC(=O)c1ccc(NC(=O)NCCc2ccccc2OC)cc1,2.2,64*,-14,-75,0,15,-1.0,0.6,3.2
Cc1ccccc1OCc1n[nH]c(=S)n1-c1ccccc1,0.3,0,-10,9,3,-8,-0.2,2.1,-1.7
Cc1ccc(-c2nc3ccccc3nc2NN)cc1,0.8,2,5,-5,-1,-30,-0.6,0.1,-0.3
CCCNC(=O)c1[nH]c(C)c(C(C)=O)c1C,0.6,-3,-12,14,2,6,2.3,1.5,-0.8

Copied from the list.
In BaF3 tox, Cc1cn(CCC(=O)Nc2ccc(N3CCOCC3)cc2)c2ccccc12 has the entry 1
In BaF3 tox, CCCc1cc(=O)oc2cc(OCc3nn[nH]n3)ccc12 has the entry 9
In TRPML3 agonist, COc1ccc(CNC(=O)Cn2nc(-c3ccc4c(c3)OCCO4)ccc2=O)cc1 has the entry -0.3

Remaining list, next part:
Structure,TRPML3 agonist,Ba/F3 V617F tox,S1P4 antag,EP2 mod,BaF3 tox,m-calpain inh,PERK inhibitor,S1P4 ag,TRPN1 ag
O=C1CCC(=O)N1c1ccc(NC2CCN(Cc3ccccc3)CC2)c([N+](=O)[O-])c1,1.0,3,-11,-10,10,30,0.0,-1.4,-0.4
CC(OC(=O)c1ccco1)C(=O)NC1CCCCC1 (centres undefined),-0.3,-1,10,16,-3,-9,1.6,-1.3,1.0
Cc1cc(C)cc(NC(=O)CSc2nc(N)c(NC(=O)c3cccs3)c(=O)[nH]2)c1,0.2,-3,-11,15,3,-10,0.5,2.3,-0.2
Cc1oc(C(C)(C)C)cc1C(=O)NCc1ccc2c(c1)OCO2,-1.7,2,0,-26,0,28,0.1,1.6,-1.7
O=C(Nc1nc2ccc([N+](=O)[O-])cc2s1)c1ccncc1,1.1,-1,-29,3,-5,-37,2.2,0.2,4.0
O=C(c1cccc2ccccc12)N1CCN(CC2CC=CCC2)CC1 (centres undefined),1.2,2,-20,-42,6,5,-0.6,3.9,3.0
COCCn1c(COc2ccccc2)nnc1SCC(N)=O,0.4,-3,7,x,1,x,1.4,-2.1,-0.6
Cc1nc2ccc(NC(=O)C(F)(F)F)cc2o1,0.7,1,-19,20,4,-16,-0.9,-0.9,0.8
CC(=O)c1cccc(NC(=O)CN(C)Cc2ccc(OC(F)F)cc2)c1,0.5,-1,-16,-32,-2,24,0.5,-0.9,-0.2
CN1C(=O)/C(=C/C=C2/CCCN2C)N(C)C1=S,0.5,0,1,24,4,-6,2.0,-0.5,1.2
Cc1c(-c2ccccc2)nc(N)c(C#N)c1-c1cccnc1,-0.6,1,-23,-8,0,-25,-2.4,0.9,-1.2
COc1ccc(N2C(=O)CSC23C(=O)N2c4c(cccc43)C(C)=CC2(C)C)cc1 (centres undefined),-1.0,-2,5,46,3,4,-2.1,-5.6,-2.7
Cc1ccc2nc3c(c(C(=O)OCC(=O)N(C)C4CCS(=O)(=O)C4)c2c1)CCCC3 (centres undefined),-0.3,0,-13,-52,2,-164,-0.4,2.6,-0.5
CN1C(C(=O)c2ccccc2)=C(N)c2ccccc2S1(=O)=O,0.5,-1,-13,-29,2,19,0.4,0.9,-0.2
Fc1cc2[nH]cnc2cc1Cl,0.3,-2,12,-8,1,8,1.1,0.3,-0.1
O=C1C(Cc2cccc([N+](=O)[O-])c2)S/C(=N/N=C/c2ccco2)N1c1ccccc1 (centres undefined),0.7,-1,0,22,2,-21,0.6,0.4,2.0
CCCC1(c2ccccc2)NC(=O)N(CCN2C(=O)c3ccccc3C2=O)C1=O (centres undefined),-0.8,0,-10,-19,5,10,0.7,0.2,0.0
CCOC(=O)N1CCN(c2nc(C)c3c(n2)CCCC3=O)CC1,0.5,-3,-12,22,0,10,-0.7,1.2,0.4
NC(=O)N/N=C/c1c(F)cccc1F,0.0,1,-8,4,5,1,1.1,-1.3,0.6
O=S(=O)(NCc1csc(-c2cccs2)n1)c1cccc(C(F)(F)F)c1,0.3,1,-9,-3,3,4,-0.4,3.3,-2.8
Cc1cc(C)c(S(=O)(=O)Nc2ccnc(-c3cccnc3)n2)c(C)c1,0.7,0,-14,24,3,14,1.4,-0.4,1.8
O=[N+]([O-])c1cc(S(=O)(=O)Nc2ccccc2)ccc1N1CCN(c2ccccc2)CC1,0.2,0,-13,-10,7,22,0.4,0.0,0.5
CCOc1cccc(CNc2ccc(O)cc2)c1OCc1ccc(Cl)cc1Cl,-0.7,4,-5,14,3,68*,0.3,-1.9,-1.3
CCOCCc1nnc(NC(=O)c2cccs2)s1,0.6,3,-2,8,5,11,0.0,0.0,0.8
C=CCOC(=O)C1=C(C)NC(C)=C(C(=O)OCC=C)C1/C=C/c1ccccc1,0.4,-2,-1,44,4,-12,-0.5,1.0,-1.1
CCN(CC)C(CNS(=O)(=O)c1ccc(Cl)cc1)c1ccccc1 (centres undefined),0.5,5,-6,2,13,-8,-0.8,-1.9,0.0
O=C(COC(=O)C(c1ccccc1)c1ccccc1)NCc1ccco1,-1.5,-2,0,8,5,2,0.2,-0.2,-3.5
CCCc1c(C(=O)Nc2ccc(F)cc2)cnn1-c1ccccc1,-0.7,-2,-3,-33,3,7,-2.0,-1.0,-1.4
COc1ccc(C2=NN(C(=O)CSC3=NN4CCCC(=O)N=C4S3)C(c3cccc(OC)c3OC)C2)cc1 (centres undefined),-0.1,2,-15,-23,6,-18,-0.3,0.7,-0.8
CC(C)(C)Cc1nnc(NS(C)(=O)=O)s1,0.5,-1,-23,x,5,x,0.2,0.6,0.2
C#CCOCCOCCOCCNc1nc(N2CCN(C(=O)[C@H](Cc3cc4ccccc4[nH]3)n3cc(C(N)CC(C)C)nn3)CC2)nc(N2CCN(C(=O)[C@H](CCC(=O)O)n3cc(C(N)[C@H](C)CC)nn3)CC2)n1 (some centres undefined),0.7,1,6,24,-1,-42,1.1,-2.4,0.3
CSC1=C(C#N)C(C)CC(=O)N1 (centres undefined),0.5,-2,1,23,-1,-6,0.3,0.2,-0.6
CCOc1ccc2nc(SCC#N)c(C#N)cc2c1,1.0,3,8,14,1,-21,-0.1,-1.3,0.6
Cc1ccc(-c2ccc(C(=O)O)[nH]2)cc1,0.0,-6,3,-4&-7,5,-6,2.3,-1.6,-0.1
